MsrA act: bovine MsrA enzyme activators, primary screen, biochemical, absorbance, HTS; activation, % at 10.6 µM; AID 602163, 2012; Methionine sulfoxide reductase A (Bos taurus); 360,000 tested, 0.3% active; purified bovine MsrA, absorbance read-out; in the data active = activation above about 7.5%;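 note: 0% = vehicle and 100% = reference activator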
Rin1-Abl PPI inh: inhibitors of Rin1-Abl protein binding, primary screen, biochemical, TR-FRET; Tyrosine-protein kinase ABL1 (Homo sapiens) + Ras and Rab interactor 1 (Homo sapiens), …; inhibition, % at 7.35 µM; 360,000 tested, 0.4% active; in the data active = inhibition above about 5%, passing the limit was not always enough
FAS TE block: FAS thioesterase domain inhibitors, primary screen, biochemical, fluorescence intensity, uHTS. Fatty acid synthase (Homo sapiens), P49327. recombinant FAS-TE, OMFH fluorogenic substrate, fluorescence endpoint. inhibition, % at 15 µM. 360,000 tested, 0.67% active. AID 602261, 2012;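 active = compounds whose normalised, plate-corrected inhibition of enzyme fluorescence in the single-dose primary screen is 50% or more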;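 note: 0% = DMSO with enzyme and 100% = substrate without enzyme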
NRP1-CendR mod: modulators of CendR peptide binding to NRP-1, primary screen, biochemical, fluorescence polarization, uHTS; Neuropilin-1 (Homo sapiens), O14786; FAM-RPARPAR peptide binding to NRP-1; inhibition, % at 25 µM; 360,000 tested, 0.85% active;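 active = inhibition or corrected inhibition above about 18%, plus a signal ratio from 0.5 to 1.5, limit read from the data, passing the limit was not always enough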; note: strong numbers were not always called active
Neddyl block: inhibitors of cullin neddylation, primary screen, biochemical, TR-FRET, uHTS, NAE and Ubc12; NEDD8-conjugating enzyme Ubc12 (Homo sapiens) + NEDD8-activating enzyme E1 regulatory …; calls only at 25 µM; 360,000 tested, 0.58% active; AID 651699, 2012; in the data active = inhibition above about 36%
PABP1 MLLE inh: inhibitors of PABP1 MLLE–PAM2 peptide binding, primary screen, biochemical, fluorescence polarization, FITC-PAM2, GST-MLLE; Polyadenylate-binding protein 1 (Homo sapiens), P11940; 360,000 tested, 0.36% active; inhibition, % at 20 µM; AID 588489, 2011; in the data active = inhibition above about 35%, passing the limit was not always enough;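 note: plate controls were DMSO wells with GST-MLLE for no effect and wells lacking GST-MLLE protein for full effect; some results filed as inactive read as strong as hits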
MT1-MMP act inh: blockers of MT1-MMP proenzyme processing, primary screen, HT1080 RFP-PRO-GFP cells, GFP/RFP fluorescence | Matrix metalloproteinase-14 (Homo sapiens), P50281 | GFP/RFP ratio fluorescence, overnight; percent of plate control window, DMSO zero | GFP/RFP ratio change, % at 20 µM | 360,000 tested, 0.061% active;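 active = GFP/RFP ratio change of at least 30% with cell ATP level not reduced by more than half and red fluorescence within 50% of control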; note: strong numbers were not always called active
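Material: RFP-PRO-GFP reporter HT1080 cells. Dosing: single-point 20 µM compound, 1% DMSO. Controls: DMSO and RFP-L50D-GFP cell wells. Timing: cells overnight before dosing, compound overnight, 37 °C, 5% CO2. Measure: GFP/RFP fluorescence ratio.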
eLon inh: inhibitors of E. coli Lon protease, primary screen, biochemical, fluorescence polarization; AID 602123, 2011; 360,000 tested, 0.42% active; inhibition, % at 7.94 µM; purified E. coli Lon protease; P0A9M0; in the data active = inhibition above about 13%, passing the limit was not always enough;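 note: 0% = enzyme with probe and DMSO and 100% = no enzyme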
SKN-1 inh: suppressors of acrylamide-induced Pgst-4::GFP reporter in worms, primary screen, SKN-1 inhibitor project, whole organism, uHTS, GFP/RFP fluorescence ratio, strain VP596; C. elegans VP596 Pgst-4::GFP/RFP ratio, 24 h; inhibition, % at 21.8 µM; 360,000 tested, 0.49% active; AID 624304, 2012;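 active = interference check ratio from 0.5 to 1.5 plus GFP to RFP signal ratio inhibition reaching or exceeding a fixed threshold, cut at about 30% in these data, passing the limit was not always enough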; note: some compounds called inactive have numbers as strong as hits
An asterisk follows results filed as active; i = inactive; / = not tested or not shown; + = active, no number.

SMILES	MsrA act	Rin1-Abl PPI inh	FAS TE block	NRP1-CendR mod	Neddyl block	PABP1 MLLE inh	MT1-MMP act inh	eLon inh	SKN-1 inh
CC1C(=O)Nc2ccc(S(=O)(=O)N3CCCCCC3)cc21 (configuration not stated)	-2	-2	-1	8	i	8	-1	-1	0
NS(=O)(=O)OCCCc1ccc(C(F)(F)F)cc1	-10	0	-8	-3	i	-13	6	1	6
Cc1ccc(S(=O)(=O)N[C@H](C(=O)N2CCC(C(=O)N3CCC[C@H]3C(=O)O)CC2)C(C)C)cc1	5	0	-5	16	i	-2	2	0	-7
CSCC[C@H](NC(=O)Nc1ccc(OC(F)(F)F)cc1)C(=O)O	-2	-3	-4	0	i	5	3	-3	-2
COc1ccc(-n2ncc3c(NC(C)C)ncnc32)cc1	-3	-4	-1	-1	i	-10	-2	2	7
COc1ccc(C(=O)OC(C)C(=O)NC(C)CCc2ccccc2)cc1[N+](=O)[O-] (configuration not stated)	-2	-3	59*	2	i	0	2	-14	-3
C(=N\N1CCN(Cc2ccccc2)CC1)/c1cccs1	-2	0	1	-5	i	6	2	-1	-2
CSc1cccc(NC(=S)N(Cc2ccc(C)cc2)Cc2cccnc2)c1	1	-6	25	-5	i	-16	-4	1	12
COc1ccccc1OCCn1c(=S)[nH]c2ccccc21	-1	0	2	17	i	-95	4	-2	9
CCOCCCNC(=O)C1CCN(S(=O)(=O)c2ccc(C)cc2)CC1	0	2	-8	0	i	2	-2	-6	0
O=C(CNC(=O)c1ccc(S(=O)(=O)N2CCCC2)cc1)N/N=C/c1c(Cl)cccc1Cl	-3	-1	1	-6	i	3	-8	0	7
CCOc1ccc(/C=N/n2c(C3CCCCC3)n[nH]c2=S)cc1	-2	0	10	0	i	-75	-3	4	11
CCOc1ccc(CNC(=O)CCCn2nc(C)c3c(C)n(-c4ccc(C)cc4)nc3c2=O)cc1	-3	2	0	1	i	-7	2	0	8
C=CCn1c(SCC(=O)Nc2nnc(C)s2)nnc1-c1cccnc1	-2	1	-3	-15	i	-13	2	8	0
Cn1cnnc1Sc1ccc(C(=O)OCC(=O)NCC(F)(F)F)cc1[N+](=O)[O-]	-1	-3	-3	8	i	14	2	7	0
O=C(/C=C/c1cc([N+](=O)[O-])ccc1OC(F)F)Nc1cccc(OC(F)F)c1	-9	-3	19	-1	i	20	3	-4	7
COc1ccc(OC)c(NC(=O)CNC(=O)c2ccc([N+](=O)[O-])cc2)c1	-2	-1	8	1	i	-6	-3	2	-3
CN(CC(=O)NCc1ccccc1Cl)S(=O)(=O)c1ccc2c(c1)n(C)c(=O)c(=O)n2C	-4	2	12	5	i	3	1	-1	-6
COc1ccc(C(=O)COC(=O)CN2C(=O)C3C4C=CC(C4)C3C2=O)cc1 (configuration not stated)	0	-1	-9	11	i	-5	-8	8	2
O=C1c2ccccc2C(=O)N1CCCn1ccnc1	-5	-1	-3	1	i	9	-1	0	-12
CC(=O)Nc1ccc(C=NNc2ccc(S(=O)(=O)Nc3ccccc3C(=O)O)cc2[N+](=O)[O-])cc1	-7	0	-3	-8	i	0	13	1	18
COc1ccc2c(CN3CCN(S(=O)(=O)c4cccs4)CC3)cc(=O)oc2c1	-5	-1	-3	1	i	4	1	-5	2
CCOC(=O)N1CCN(C(=O)/C(=C/c2cccc3ccccc23)NC(=O)c2ccc(OC)c(OC)c2)CC1	3	-1	1	4	i	13	-1	6	5
COc1cc(/C=C(\NC(=O)c2ccccc2)C(=O)NCCO)c([N+](=O)[O-])cc1OC	-3	-5	-14	-6	i	6	1	1	-4
CCOc1cc(/C=N/Nc2cccc(C(=O)O)c2)ccc1OCC(=O)N1CCCCC1	-11	3	-3	-2	i	-1	-1	4	9
Cc1ccc(-c2noc(CNC(=O)COc3ccccc3C)n2)cc1	-6	0	16	-11	i	-9	0	-3	-21
COc1ccc2nc3cccc(OC)c3nc2c1	1	-4	-5	31*	i	34	4	7	-1
O=C(NCc1ccncc1)NC12CC3CC(CC(C3)C1)C2	-13	-6	-6	12	i	-9	-5	-2	2
CCc1nnc(NC(=O)c2ccc(OCc3c(C)noc3C)c(OC)c2)s1	-3	1	-6	8	i	-1	3	-4	-1
CN1CCN(S(=O)(=O)c2ccc(NC(=O)C(C)(C)C)cc2)CC1	-2	3	-5	-1	i	-12	-3	-9	12
CCOC(=O)[C@]12CCCC=C1N(CCC1=CCCCC1)C(=O)[C@H](CC(=O)N1CCN(C(=O)c3ccco3)CC1)C2	/	/	/	3	i	/	-2	/	8
CCOC(=O)[C@]12CCC=C1N(Cc1ccc(Cl)cc1Cl)C(=O)[C@H](CC(=O)NCC13CC4CC(CC(C4)C1)C3)C2	-1	/	16	-21	i	/	-13	0	13
CN(C)/C=C/C(=O)c1cccc(Oc2ncccn2)c1	-2	4	-2	-16	i	4	2	0	7
NS(=O)(=O)c1ccc2c(c1)oc(=O)c1cc(S(N)(=O)=O)ccc12	-2	-1	-4	-10	i	3	-2	-5	4
CCC(C)(C)NC(=O)CCn1c(-c2ccccc2)cc(C(C)=O)c1C	-8	-5	-10	7	i	0	2	1	3
c1ccc(C2[C@H]3CN(CC4CCCCC4)[C@H](c4ccccc4)C34CC2(c2ccccc2)C4)cc1 (some centres not stated)	-1	4	17	13	i	-13	-1	-8	0
CC(C)[C@H](N)c1nnc(SCC(=O)c2ccc(Cl)cc2)o1	-6	-2	-5	6	i	-6	6	-9	3
CN(c1ccc(C(=O)NC2CC3CCC2C3)cc1)S(C)(=O)=O (configuration not stated)	-10	3	-9	5	i	0	-1	-1	-15
COc1ccccc1NC(=O)CN(c1ccccc1F)S(C)(=O)=O	-1	3	-7	0	i	-8	0	-4	-11
O=C(NC(=S)NCc1ccc(Cl)cc1Cl)c1ccco1	-2	3	21	1	i	10	-2	-6	-3
C=CCNC(=S)NCC	-3	2	-2	6	i	-26	-1	6	0
COC1C(CO)OC(n2c3c(Cl)cccc3c3c4c(c5c6cccc(Cl)c6[nH]c5c32)C(=O)NC4=O)C(O)C1O (configuration not stated)	-3	-61	-14	-166	i	-87	-43	-40	2
CC(CCC(=O)Nc1nncs1)C(=O)O (configuration not stated)	-1	0	-6	-4	i	-16	2	-6	4
COc1ccc(OC)c(-c2c[n+](=O)c3c(n2[O-])CCCC3)c1	-5	1	-4	-2	i	10	3	-5	-2
CCCOc1ccc(/C=C/C(=O)N2CCN(c3ccccn3)CC2)cc1	-2	0	3	-9	i	1	0	-2	16
O=C(/C=C/c1cccc([N+](=O)[O-])c1)Nc1ccc(NC(=O)c2cccs2)cc1	-2	0	0	-14	i	7	0	-4	0
CCc1ccc(N2CCN(C(=O)c3ccc(OC)c(OC)c3)CC2)cc1	4	0	0	-2	i	1	8	-2	-2
Nn1c(SCC(=O)NC(=O)NCc2ccco2)nnc1-c1ccc(OC(F)F)cc1	-7	0	2	-1	i	-116	4	-13	7
CCC(CC)C(=O)Nc1cccc(C(=O)NCc2ccco2)c1	-2	4	-4	-14	i	11	-4	0	4
COc1ccc(C(=O)CSc2nnc(CCc3ccccc3)n2-c2ccccc2)cc1	2	-2	24	3	i	-78	-4	2	17
Clc1ccc2nc(N3CCCCC3)[nH]c2c1	-4	1	-3	-5	i	5	3	9	4
Cc1ccc(Cc2c(-c3ccccc3)nc3c4ccccc4ccn23)cc1	-2	/	32	-19	i	/	0	-8	9
Cc1c(C)n(CCc2ccccc2)c2ncnc(NCCCN(C)C)c12	0	0	-1	-7	i	1	2	-1	12
CCc1ccc(C(C#N)=CC=Cc2ccccc2)cc1	-8	1	20	-3	/	1	-1	4	2
COc1ccccc1CN(C)C(=O)c1cc(S(=O)(=O)N2CCCCCC2)ccc1OC	0	0	3	-8	i	3	-1	1	19
Cn1c(C(=O)NCCOc2ccccc2Cl)cc(=O)n(C)c1=O	-1	0	-3	-3	i	-7	1	-2	-3
C=CCN(C(=O)CCC(=O)Nc1cc(C)on1)C(C(=O)NC(C)(C)C)c1cccc(OC)c1OC (configuration not stated)	1	1	-4	7	i	5	1	2	28
CCOC(=O)CNC(=O)CSc1nc(-c2ccc(OC)cc2)ns1	-6	-5	1	2	i	22	4	-11	0
CN(C)c1cccc(C(=O)NCC2CCCO2)c1 (configuration not stated)	-2	-1	-4	-12	i	12	2	-6	-4
N#C/C(=C\c1cccc(O)c1)C(=O)Nc1ccc2c(c1)OCCO2	-2	2	12	-1	i	3	1	-2	5

New compounds follow
SMILES	MsrA act	Rin1-Abl PPI inh	FAS TE block	NRP1-CendR mod	Neddyl block	PABP1 MLLE inh	MT1-MMP act inh	eLon inh	SKN-1 inh
O=C(Nc1ccc(NC(=O)c2ccccc2F)cc1)c1ccccc1F	-1	-5	0	-4	/	2	-2	-8	29
CCCN(CC(=O)Nc1ccccc1C)C(=O)/C=C/c1cccs1	-3	1	-6	2	i	-9	2	0	5
O=C(CN1C(=O)NC2(CCc3ccccc32)C1=O)NCCc1ccccc1 (configuration not stated)	-2	0	-3	9	i	5	-1	-17	-6
CCc1ccc(NC(=O)CCNC(=O)Cn2ccc3ccccc3c2=O)cc1	-2	3	-2	-5	i	6	2	6	-5
O=C(NCCN1CCOCC1)c1ccccc1Oc1ccccc1	-3	3	-3	-13	i	1	-4	-2	4
O=c1c2ccccc2nc2n1CCCN2	0	3	-2	-2	+	0	-13	2	6
CCCCn1c(NC(C)CC)nc2c1c(=O)[nH]c(=O)n2C (configuration not stated)	0	-5	-2	-4	i	-10	4	-2	-1
CC1CCN(CCC(=O)N2CCCc3c2c(=O)oc2ccc(O)cc32)CC1	0	-5	-7	-7	i	-28	12	6	4
COc1cccc(NC(=O)CCC2CCN(C(=O)c3sccc3C)CC2)c1	-2	1	-5	-8	i	0	1	-8	15
COc1ccc(C(=O)Nc2nnc(S(=O)(=O)N(C)Cc3ccc(F)cc3)s2)cc1OC	-4	4	7	-2	i	-1	4	3	0
O=C1C=CC(=O)N1CCCCCCCCCCN1C(=O)C=CC1=O	-1	6	30	14	i	27	-1	-13	5
CC1(C)CC(=O)c2sc(NC(=O)CN3C(=O)CCC3=O)nc2C1	0	1	-4	-12	i	-5	3	-4	2
CC(=O)c1c(C)[nH]c(C(=O)N(CCc2ccccc2)Cc2ccccc2)c1C	-4	-3	4	-1	i	-9	-27	-7	16
Cc1ccc(C2CN(CCC(N)=O)C(=O)CO2)cc1 (configuration not stated)	-2	5	-8	8	i	-2	-1	-16	9
COc1cc(CCCN2C(=O)C(=O)NC[C@@H]2CCCCN)cc(OC)c1OC	-3	-2	-2	4	i	-4	3	1	-4

In the list so far, these contain a tert-butyl group:
SMILES	MsrA act	Rin1-Abl PPI inh	FAS TE block	NRP1-CendR mod	Neddyl block	PABP1 MLLE inh	MT1-MMP act inh	eLon inh	SKN-1 inh
CN1CCN(S(=O)(=O)c2ccc(NC(=O)C(C)(C)C)cc2)CC1	-2	3	-5	-1	i	-12	-3	-9	12
C=CCN(C(=O)CCC(=O)Nc1cc(C)on1)C(C(=O)NC(C)(C)C)c1cccc(OC)c1OC (configuration not stated)	1	1	-4	7	i	5	1	2	28

Source: PubChem BioAssay
